Screening results from PubChem.
IDH1 mut inh – inhibitors of human IDH1 R132H. O75874. IDH1 R132H reductase, diaphorase/resazurin fluorescence, 60 min. actives 0.18% (n = 70,000). inhibition, % at 10 µM; in the data active = inhibition above about 34%;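 also: 0% = DMSO and 100% = no enzyme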
Target sequence (O75874 whole entry R132H): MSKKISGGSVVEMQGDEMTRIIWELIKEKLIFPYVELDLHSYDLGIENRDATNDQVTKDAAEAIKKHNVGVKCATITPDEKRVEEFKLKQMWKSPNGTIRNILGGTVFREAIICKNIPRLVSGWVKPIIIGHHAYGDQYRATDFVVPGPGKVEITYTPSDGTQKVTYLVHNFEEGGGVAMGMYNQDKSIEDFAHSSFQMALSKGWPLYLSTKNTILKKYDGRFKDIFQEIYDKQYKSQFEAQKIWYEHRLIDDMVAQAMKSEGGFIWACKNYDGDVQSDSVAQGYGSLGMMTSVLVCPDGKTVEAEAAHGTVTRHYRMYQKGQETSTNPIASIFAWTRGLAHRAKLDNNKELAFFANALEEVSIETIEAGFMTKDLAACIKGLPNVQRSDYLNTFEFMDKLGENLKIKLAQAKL
EZH2 inh – inhibitors of human EZH2/PRC2 methyltransferase. Q15910. PRC2 H3K27 methylation, DELFIA TRF, 1 h. inhibition, % at 12.5 µM. actives 0.35% (n = 57,000). AID 651548;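 active = mean inhibition of replicates at least 50% and every single replicate also reaching 50%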;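 also: dimethyl H3K27 on biotinylated H3 21-44 peptide detected by antibody; plate controls were median neutral control wells for no effect and median positive control wells for full effect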
* marks the source's active call; other numbers are inactive results; / = no result given. These rows are one share of the data. The share of hits here may be higher or lower than overall.

Order of results: IDH1 mut inh, EZH2 inh
1	C[C@H]1CN([C@@H](C)CO)C(=O)Cc2cc(NC(=O)CCN3CCOCC3)ccc2O[C@@H]1CN(C)Cc1ccccc1
 : 0.5, 0.2
2	Cc1noc(C)c1NC(=O)Nc1cccc2c1O[C@@H](CN(C)Cc1ccncc1)[C@@H](C)CN([C@@H](C)CO)C2=O
 : 0.8, 2.0
3	COc1cccc(S(=O)(=O)Nc2ccc3c(c2)[C@@H]2C[C@@H](CC(=O)NCc4cccc(F)c4)O[C@@H](CO)[C@@H]2O3)c1
 : -0.4, -13.3
4	CCC(=O)N(C)C[C@H]1Oc2cc(-c3cccnc3)ccc2S(=O)(=O)N([C@H](C)CO)C[C@H]1C
 : 0.3, -6.2
5	O=S(=O)(Cc1ccccc1)NCC[C@H]1CC[C@H](NS(=O)(=O)c2ccc(F)cc2)[C@H](CO)O1
 : 0.5, -3.1
6	CC(C)NC(=O)Nc1ccc2c(c1)C(=O)N([C@@H](C)CO)C[C@H](C)[C@H](CN(C)C)OCCCC[C@H](C)O2
 : 2.6, 1.1
7	O=C(Cc1ccncc1)NCC[C@H]1CC[C@@H](NC(=O)C2CCC2)[C@@H](CO)O1
 : 0.9, 1.0
8	C[C@@H]1CN([C@@H](C)CO)S(=O)(=O)c2ccc(-c3ccncc3)cc2O[C@@H]1CN(C)C
 : -8.8, 13.1
9	CCNC(=O)C[C@@H]1CC[C@H](NC(=O)C2CC2)[C@H](CO)O1
 : -0.3, 9.7
10	Cc1noc(C)c1NC(=O)N(C)C[C@H]1Oc2c(NC(=O)C3CCOCC3)cccc2C(=O)N([C@@H](C)CO)C[C@@H]1C
 : -0.1, /

Entries by screen from the list:
IDH1 mut inh, nos. 5–10: 0.5, 2.6, 0.9, -8.8, -0.3, -0.1

(list continues)
Order of results: IDH1 mut inh, EZH2 inh
11	CN(C)C(=O)C[C@H]1CC[C@H](NC(=O)NC2CCCCC2)[C@H](CO)O1
 : 0.3, -1.1
12	Cc1cc(C)nc(NC(=O)COc2ccc([N+](=O)[O-])cc2)n1
 : -0.4, -7.6
13	Cc1ccc(NC(=O)COc2ccc(Cl)cc2)cc1NC(=O)c1ccccc1
 : 0.6, 5.9
14	C[C@@H]1CN([C@H](C)CO)C(=O)c2cc(N(C)C)ccc2O[C@@H](C)CCCCO[C@@H]1CN(C)C(=O)Cc1ccccc1
 : -6.1, -3.1
15	C[C@H](CO)N1C[C@H](C)[C@H](CN(C)S(=O)(=O)c2ccccc2F)Oc2ncc(C#Cc3ccccc3)cc2C1=O
 : 0.1, /
16	C[C@@H]1CCCCO[C@H](CN(C)C)[C@@H](C)CN([C@H](C)CO)C(=O)c2cc(NC(=O)C3CCCCC3)ccc2O1
 : /, 1.0
17	C[C@@H]1CN([C@@H](C)CO)C(=O)c2cc(C#Cc3cccnc3)cnc2O[C@@H]1CN(C)S(=O)(=O)c1ccccc1F
 : /, 1.7
18	CCS(=O)(=O)N[C@@H]1CC[C@@H](CC(=O)Nc2ccc(-c3ccccc3)cc2)O[C@@H]1CO
 : -0.1, 9.6
19	C[C@H]1CN([C@@H](C)CO)S(=O)(=O)c2ccc(C#Cc3cccc(F)c3)cc2O[C@H]1CN(C)C
 : -0.5, -21.9
20	CCO[C@H]1OC(C(=O)NC2CC2)=C[C@@H](C)[C@@H]1CCCO
 : /, -4.1
21	O=C(NCC[C@H]1CC[C@@H](NS(=O)(=O)c2ccccc2F)[C@H](CO)O1)c1ccc(F)cc1
 : 0.2, -2.8
22	O=C(NCc1ccc(F)cc1)[C@H]1C[C@H]2C(=O)NCC(=O)N2[C@H]1c1ccc(O)cc1
 : /, 4.8
23	O=C(N[C@H]1CC[C@H](CCNS(=O)(=O)c2ccc(F)cc2)O[C@H]1CO)c1cnccn1
 : -0.1, 4.3
24	CC(=O)N(C)C[C@@H]1Oc2cc(-c3cccc(F)c3)ccc2S(=O)(=O)N([C@@H](C)CO)C[C@@H]1C
 : -3.2, 2.6
25	CC(C)NC(=O)Nc1ccc2c(c1)C(=O)N([C@@H](C)CO)C[C@H](C)[C@H](CN(C)Cc1ccc(Cl)c(Cl)c1)O2
 : -1.2, -0.1
26	C[C@@H]1CN([C@H](C)CO)C(=O)Cc2cc(NC(=O)Cc3cn(C)c4ccccc34)ccc2O[C@@H]1CN(C)C(=O)NC1CCCCC1
 : /, -2.3
27	COc1ccc(NC(=O)Nc2ccc3c(c2)CC(=O)N([C@H](C)CO)C[C@@H](C)[C@H](CN(C)S(=O)(=O)c2ccc(OC)cc2)O3)cc1
 : 0.3, /
28	Cc1noc(C)c1NC(=O)N(C)C[C@H]1Oc2c(cccc2N(C)C)C(=O)N([C@H](C)CO)C[C@H]1C
 : 1.0, 3.5
29	COc1ccc(C#Cc2ccc3c(c2)[C@]2(C(=O)N3)[C@H](C(=O)N3CCN(c4ncccn4)CC3)[C@H]3C(=O)O[C@H](c4ccccc4)[C@H](c4ccccc4)N3[C@@H]2c2ccc(O)cc2)cc1
 : 0.1, -13.5
30	CCC(=O)Nc1ccc2c(c1)OC[C@@H](C)N(C(=O)c1ccccn1)C[C@@H](C)[C@H](OC)CN(C)C2=O
 : 0.3, 2.5

A different layout for some results above:
cpd | Structure | IDH1 mut inh | EZH2 inh
5 | O=S(=O)(Cc1ccccc1)NCC[C@H]1CC[C@H](NS(=O)(=O)c2ccc(F)cc2)[C@H](CO)O1 | 0.5 | -3.1
6 | CC(C)NC(=O)Nc1ccc2c(c1)C(=O)N([C@@H](C)CO)C[C@H](C)[C@H](CN(C)C)OCCCC[C@H](C)O2 | 2.6 | 1.1
7 | O=C(Cc1ccncc1)NCC[C@H]1CC[C@@H](NC(=O)C2CCC2)[C@@H](CO)O1 | 0.9 | 1.0
8 | C[C@@H]1CN([C@@H](C)CO)S(=O)(=O)c2ccc(-c3ccncc3)cc2O[C@@H]1CN(C)C | -8.8 | 13.1

The list goes on:
Order of results: IDH1 mut inh, EZH2 inh
31	COc1ccc(NC(=O)N(C)C[C@@H]2OCCCC[C@H](C)Oc3ccc(N(C)C)cc3C(=O)N([C@@H](C)CO)C[C@@H]2C)cc1
 : /, 14.0
32	Cc1noc(C)c1NC(=O)N(C)C[C@@H]1Oc2ccc(NC(=O)NC3CCCCC3)cc2CC(=O)N([C@H](C)CO)C[C@H]1C
 : -0.2, /
33	COc1ccccc1-c1cnc2c(c1)C(=O)N([C@H](C)CO)C[C@@H](C)[C@H](CN(C)Cc1ccncc1)O2
 : 1.4, /
34	C[C@H](CO)N1C[C@H](C)[C@@H](CN(C)C(=O)c2ccc3c(c2)OCO3)Oc2ncc(C#CCN(C)C)cc2C1=O
 : 0.2, 9.4
35	Cc1ccc(S(=O)(=O)N(C)C[C@H]2Oc3ccc(NC(=O)Nc4ccccc4)cc3CC(=O)N([C@@H](C)CO)C[C@H]2C)cc1
 : /, -18.7
36	C[C@@H]1CCCCO[C@H](CN(C)C)[C@@H](C)CN([C@H](C)CO)C(=O)c2cc(NS(C)(=O)=O)ccc2O1
 : 3.3, 2.8
37	C[C@@H]1CCCCO[C@H](CN(C)C(=O)Nc2ccc3c(c2)OCO3)[C@H](C)CN([C@H](C)CO)C(=O)c2cc(NC(=O)Nc3ccccc3)ccc2O1
 : -2.2, /
38	C[C@@H]1CN([C@@H](C)CO)C(=O)Cc2cc(NC(=O)Cc3cn(C)c4ccccc34)ccc2O[C@H]1CN(C)S(C)(=O)=O
 : -28.4, -6.3
39	CCc1cc2c(=O)n(-c3ccccc3)c(SCC(=O)O)nc2s1
 : 1.6, /
40	C[C@H](CO)N1C[C@H](C)[C@H](CN(C)CC2CC2)OCCCC[C@H](C)Oc2ccc(NS(=O)(=O)c3ccccc3)cc2C1=O
 : -0.7, /
41	C[C@@H]1CN([C@H](C)CO)C(=O)c2cc(NS(=O)(=O)c3ccccc3)ccc2O[C@@H]1CN(C)CC1CCCCC1
 : 0.8, -16.0
42	O=C(NC1CCCCC1)N[C@H]1CC[C@@H](CCNS(=O)(=O)c2ccc(F)cc2)O[C@@H]1CO
 : 0.2, -11.4
43	Cc1noc(C)c1NC(=O)N(C)C[C@H]1OCCCC[C@H](C)Oc2ccc(NS(C)(=O)=O)cc2C(=O)N([C@@H](C)CO)C[C@@H]1C
 : 2.6, /
44	O=S(=O)(N[C@@H]1CC[C@H](CCn2cc(C3(O)CCCC3)nn2)O[C@@H]1CO)c1ccc(F)cc1
 : 0.0, 6.4
45	CNC[C@H]1Oc2cc(-c3ccccc3F)ccc2S(=O)(=O)N([C@@H](C)CO)C[C@H]1C
 : -0.1, -13.5
46	C[C@@H]1CCCCO[C@H](CN(C)C(=O)c2ccncc2)[C@H](C)CN([C@@H](C)CO)C(=O)c2cc(NC(=O)C3CCCCC3)ccc2O1
 : /, -4.8
47	CCOc1ccc(C)cc1S(=O)(=O)NCc1ccco1
 : -0.4, -7.5
48	COc1ccccc1OCC(=O)Nc1cc(C(=O)Nc2ccccc2C(=O)O)ccc1C
 : 0.4, 17.1
49	COc1ccc(OC)c(S(=O)(=O)Nc2ccc(O)c3ccccc23)c1
 : 13.5, -15.8
50	COC(=O)c1cc(O)cc(OC)c1C(=O)c1c(O)cc(C)cc1O
 : 7.7, -7.1
51	Cc1noc(C)c1NC(=O)Nc1ccc2c(c1)C(=O)N([C@@H](C)CO)C[C@H](C)[C@@H](CN(C)C(=O)c1ccccc1)OCCCC[C@@H](C)O2
 : 2.6, /
52	CCCNC(=O)N(C)C[C@@H]1Oc2cc(-c3ccccc3)ccc2S(=O)(=O)N([C@H](C)CO)C[C@H]1C
 : -0.1, /
53	Cc1ccc2c(c1)c1nnc(SCCN3CCCCC3)nc1n2C
 : 0.2, -9.0
54	CCN(CC(=O)Nc1ccccc1C(F)(F)F)S(=O)(=O)c1ccc(C)cc1
 : 0.0, -3.7
55	CCC(=O)N[C@@H]1C=C[C@@H](CC(=O)OC)O[C@@H]1CO
 : -0.6, 6.1
56	C[C@H]1CN([C@@H](C)CO)C(=O)c2cc(/C=C/c3ccccc3)cnc2O[C@H]1CN(C)C
 : -0.6, -10.0
57	C[C@H]1CN([C@@H](C)CO)C(=O)c2cc(Br)cnc2O[C@@H]1CN(C)S(=O)(=O)c1ccccc1
 : -13.0, -2.5
58	C/C=C/c1ccc2c(c1)O[C@H](CN(C)C(=O)Nc1cccc(F)c1)[C@H](C)CN([C@@H](C)CO)S2(=O)=O
 : -5.0, 1.1
59	C[C@H](CO)N1C[C@H](C)[C@@H](CN(C)Cc2ccc(C(=O)Nc3ccccc3N)cc2)Oc2ccc(NS(=O)(=O)c3ccccc3)cc2CC1=O
 : -0.6, /
60	CO[C@@H]1CN(C)C(=O)c2ccc(NC(C)=O)cc2OC[C@H](C)N(C(=O)c2cnccn2)C[C@H]1C
 : 0.2, 12.2
61	C[C@H]1CN([C@@H](C)CO)S(=O)(=O)c2ccc(-c3cccc(F)c3)cc2O[C@H]1CN(C)C(=O)C1CC1
 : -0.3, 4.8
62	COc1ccc(-c2coc3c(CC=C(C)C)c(O)c(OC)cc3c2=O)cc1
 : 1.6, /
63	Cc1ccc(-c2ccc3c(c2)O[C@@H](CN(C)C)[C@H](C)CN([C@H](C)CO)S3(=O)=O)cc1
 : -1.9, -11.1
64	C[C@@H]1CN([C@H](C)CO)C(=O)c2cc(NC(=O)C3CC3)ccc2O[C@@H]1CN(C)C(=O)Nc1cccc2ccccc12
 : -1.9, /
65	CCCN(C)C[C@@H]1Oc2ncc(-c3cccc(C(F)(F)F)c3)cc2C(=O)N([C@H](C)CO)C[C@@H]1C
 : -0.5, -31.9
66	O=C(Nc1cccc(F)c1)N[C@H]1CC[C@@H](CCNS(=O)(=O)c2cccc(Cl)c2)O[C@H]1CO
 : -0.1, -11.4
67	COC(=O)C1=CO[C@@H](O[C@@H]2O[C@H](CO)[C@@H](O)[C@H](O)[C@H]2O)[C@@H]2[C@@H](C)[C@@H](OC(=O)/C=C/c3ccc(O)cc3)[C@@H](O)[C@H]12
 : -0.2, /
68	O=C(C[C@@H]1CC[C@@H](NS(=O)(=O)c2ccc(F)cc2)[C@H](CO)O1)NC1CCCCC1
 : 0.0, 1.5
69	C[C@H]1CN([C@@H](C)CO)C(=O)Cc2cc(NC(=O)Nc3ccccc3)ccc2O[C@@H]1CN(C)Cc1ccc(C(=O)Nc2ccccc2N)cc1
 : /, -30.0
70	O=C(C[C@@H]1C=C[C@H](NC(=O)C2CC2)[C@@H](CO)O1)Nc1nccs1
 : 0.1, -6.8
71	Cc1ccc(-n2c(SCC(=O)Nc3ccc(F)c(Cl)c3)nnc2-c2ccco2)cc1
 : 0.3, 10.4
72	CCC(=O)Nc1ccc2c(c1)OC[C@H](C)NC[C@H](C)[C@H](OC)CN(C)C2=O
 : 0.3, -4.6
73	COc1ccc(S(=O)(=O)N(C)C[C@H]2Oc3ccc(NS(C)(=O)=O)cc3C(=O)N([C@H](C)CO)C[C@H]2C)cc1
 : 0.1, /
74	C[C@H](CO)N1C[C@H](C)[C@@H](CN(C)C(=O)c2ccccc2F)Oc2cc(-c3ccccc3)ccc2S1(=O)=O
 : -0.9, -7.0
75	O=C(Nc1ccc(Cl)cc1C(=O)NCCN1CCOCC1)c1ccc(Cl)cc1Cl
 : -0.1, -11.7
76	C[C@@H]1CN([C@@H](C)CO)C(=O)Cc2cc(NC(=O)CCCCCC(=O)Nc3ccccc3N)ccc2O[C@@H]1CN(C)C(=O)Nc1ccc(C(F)(F)F)cc1
 : /, -26.4
77	COCCNC(=O)C[C@@H]1C[C@@H]2c3cc(NS(=O)(=O)c4ccc(F)cc4)ccc3O[C@@H]2[C@@H](CO)O1
 : -3.1, -8.2
78	COCC(=O)Nc1ccc2c(c1)C(=O)N(C)C[C@@H](OC)[C@H](C)CN(C)[C@H](C)CO2
 : 0.2, 3.3
79	CO[C@@H]1CN(C)C(=O)c2ccc(NC(=O)Nc3ccccc3)cc2OC[C@H](C)N(C(=O)CN(C)C)C[C@@H]1C
 : 0.1, -4.7
80	COc1c2occc2c(OC)c2c(=O)cc(CO[C@@H]3O[C@H](CO)[C@@H](O)[C@H](O)[C@H]3O)oc12
 : -0.1, /
81	N#Cc1cc2c(nc1SCC(=O)Nc1cccc(F)c1)CCCC2
 : 0.5, 17.3
